Lipid storage S3: qHTS Assay for Lipid Storage Modulators in Drosophila S3 Cells | lipid storage change, negative = inhibition, % at the top dose, mostly 46.1 µM; hits show Potency in µM | AID 2685 | 320,000 compounds, 0.64% hits | Drosophila S3 cells, BODIPY lipid droplet fluorescence, 18-24 h; cells fed with added oleic acid; active = well fitted inhibition curve with a large enough effect in the signal ratio, with a control signal flat, not every such curve was filed as active; inconclusive = small, poorly fitted or top-dose-only effect, or effect the other way, or a change in a side signal; the % refers to the signal ratio
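Laser-scanning cytometry quantifies lipid droplet accumulation (500–530 nm total intensity; droplet/cell object ratio) in oleic acid-fed (400 uM added) Drosophila S3 cells treated with a concentration series. 20 uM Triacsin C defined 100% inhibition.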
Lipid storage S3 cell count max: also measured in Lipid storage S3; calls as there; cell number change, %; measured here: cell count max response;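 cells counted by Cell Tracker Red CMTPX staining in the red channel; peak over a dose series mostly up to 46.1 µM; percent activity relative to internal control wells on each plate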
An asterisk follows results filed as active; i = inactive; ? = inconclusive; . = not tested or not shown. % is set by controls: 0 for no effect and ±100 for the full control effect; potency is the fitted concentration of half-maximal effect. Some of the compounds tested. The share of hits here may be higher or lower than overall.

cpd | SMILES | Lipid storage S3 | Lipid storage S3 cell count max
1 | COc1ccc(C2CC(c3c(-c4ccccc4)c4cc(Cl)ccc4[nH]c3=O)=NN2S(C)(=O)=O)cc1OC (stereo not drawn) | ? | .
2 | CN(C)c1ccc(NS(=O)(=O)c2ccc(Cl)cc2)cc1 | ? | .
3 | CC(=O)Nc1ccc(NC(=O)COC(=O)c2cc([N+](=O)[O-])ccc2N2CCOCC2)cc1 | ? | .
4 | Cc1nnc(SCC(=O)NC(=O)NC(C)C)s1 | -11.0% | -4.9
5 | O=C(CN1CCCCC1)NN(Cc1ccccc1)c1ccccc1 | -4.7% | 6.5
6 | Cc1nc(C)c(-c2csc(NCCc3ccccc3)n2)s1 | ? | .
7 | O=C1CC(N2CCN(Cc3ccc(Cl)cc3)CC2)C(=O)N1CCc1ccccc1 (stereo not drawn) | ? | .
8 | O=C(CCNC(=O)c1ccc([N+](=O)[O-])cc1)NCCc1ccccc1 | 17.7% | -15.9
9 | CCOCCCN(Cc1ccco1)S(=O)(=O)c1csc(C(N)=O)c1 | -17.3% | -0.9
10 | Nn1c(SCC(=O)N2CCCC2=O)nnc1-c1cccs1 | 7.8% | 5.1
11 | Cc1ccccc1Nc1nnc(SCC(=O)c2c(N)n(C)c(=O)n(C)c2=O)s1 | ? | .
12 | Cc1ccc(NC(=O)C(=O)NCCc2c[nH]c3ccccc23)c(C)c1 | 0.9% | 1.0

(cont.)
cpd | SMILES | Lipid storage S3 | Lipid storage S3 cell count max
13 | COc1ccc(S(=O)(=O)n2nc(-c3cc(OC)c(OC)c(OC)c3)cc2N)cc1OC | -1.8% | -4.7
14 | CC1(C)CC(=O)C=C(NCCN2CCN(C(=O)Nc3ccccc3)CC2)C1 | ? | .
15 | COC(=O)c1cn(NC(=O)Cc2ccccc2Br)c(=O)c2ccccc12 | ? | .
16 | COc1cccc2c1cc1c(=O)n(CC(=O)NCc3ccccn3)nc(C)n12 | ? | .
17 | CCOC(=O)C1C(=O)NC(N2CCOCC2)=NC1c1ccco1 (stereo not drawn) | ? | .
18 | O=C(C1=C(O)C(=O)N(CC2CCCO2)C1c1ccccc1F)c1ccco1 (stereo not drawn) | ? | .
19 | O=C(c1ccc(=O)[nH]c1)N1CCN(S(=O)(=O)c2ccc3ccccc3c2)CC1 | 19.4% | -9.7
20 | O=C(Cn1c(=O)c2sccc2n(Cc2ccc([N+](=O)[O-])cc2)c1=O)NCCc1ccccc1 | 11.1% | -2.4
21 | O=C(Nc1ccc2c(c1)OCCO2)C1CCN(S(=O)(=O)c2ccc3c(c2)OCCO3)CC1 | i | -23.1
22 | O=C(Cc1ncon1)Nc1ccc(F)c(F)c1F | 0.5% | -2.7
23 | COCCNC(=O)C(OC(=O)c1cc2oc(C)cc2n1C)C(C)C (stereo not drawn) | -24.2% | 9.1
24 | O=C(NCCNc1ccc([N+](=O)[O-])cc1)c1ccccc1Br | -15.7% | -16.2

New compounds follow.
cpd | SMILES | Lipid storage S3 | Lipid storage S3 cell count max
25 | Cc1ccc(C)c(C(=O)COC(=O)C2CCN(c3ccc(C(F)(F)F)cn3)CC2)c1 | ? | .
26 | C=CCN1C(=O)/C(=C\c2cccs2)C(C(=O)OC)=C1C | ? | .
27 | O=C(c1cc(COc2c(F)cccc2F)on1)N1CCSCC1 | -6.2% | 2.3
28 | O=C1NC2(CCCC2)C(=O)N1CC(=O)N(Cc1ccccc1)c1ccccc1 | ? | .
29 | Cc1ccc(/C=N/N2CCCCC2)o1 | 7.6% | 3.4
30 | COc1ccc(Cc2nnc(SCC(=O)N3CCCC(C)C3)o2)cc1 (stereo not drawn) | -12.0% | 12.8
31 | CC(=O)Nc1ccc(S(=O)(=O)Oc2ccc(/C=N/N=C3/NC(=O)C(CC(=O)O)S3)cc2)cc1 (stereo not drawn) | -10.3% | 11.7
32 | COC(=O)C(Cc1c[nH]c2ccccc12)N1CCS(=O)(=O)CC1 (stereo not drawn) | ? | .
33 | O=C(COC(=O)C1CC1)Nc1ccc(Cl)cn1 | ? | .
34 | O=C(NCCCO)c1cc2ccccc2[nH]1 | -8.4% | -0.6
35 | CN(C)c1ccc(/C=C/c2nnnn2-c2ccccc2)cc1 | ? | .
36 | COCCN1Cc2cccc(C(=O)Nc3ccc(S(=O)(=O)N4CCCCC4)cc3)c2C1=O | 1.9% | 10.1

Additional compounds follow:
cpd | SMILES | Lipid storage S3 | Lipid storage S3 cell count max
37 | CC1(C)CC(NC(=O)C2CCN(S(=O)(=O)c3cccc(C(F)(F)F)c3)CC2)CC(C)(C)N1 | ? | .
38 | Clc1ccc(Cc2noc(-c3cccs3)n2)cc1 | i | -15.4
39 | Clc1ccccc1-c1nnc2n1-c1ccccc1SC2 | 6.2% | 12.4
40 | CCOC(=O)C1CCCN(C2=NC(=O)/C(=C/c3ccc(O)c(OC)c3)S2)C1 (stereo not drawn) | 2.2% | .
41 | CCN1CCN(c2cc(C)c3cc(NC(=S)N4CCCC(C)C4)ccc3n2)CC1 (stereo not drawn) | i | .
42 | O=C1COc2ccc(S(=O)(=O)N3CCC(C(=O)NCc4ccc(F)cc4)CC3)cc2N1 | i | -10.3
43 | Cc1ccc(NC(=O)N2CCN(S(=O)(=O)c3ccccc3)CC2)cc1 | ? | .
44 | CCC(Sc1nc(C)cc(C)n1)C(=O)O (stereo not drawn) | ? | .
45 | C#CCN1C(=O)S/C(=C\c2ccc(-c3ccc(Cl)c(C(=O)O)c3)o2)C1=O | -4.5% | 19.9
46 | OC(CN1C2=NCCCN2c2ccccc21)c1ccc(Cl)cc1 (stereo not drawn) | ? | .
47 | CCc1cc2c(SCC(=O)N3CC(=O)Nc4ccccc43)ncnc2s1 | ? | .
48 | O=C(COc1ccc(Br)cc1)Nc1ccccc1C(=O)N1CCOCC1 | ? | .

(listing goes on)
cpd | SMILES | Lipid storage S3 | Lipid storage S3 cell count max
49 | NC(=O)c1cccc2cc3ccccc3cc12 | ? | .
50 | N/C(=N\N=C\c1cccc([N+](=O)[O-])c1)c1nonc1N | ? | .
51 | CCOc1ccc(NS(=O)(=O)c2cc(Cl)ccc2OC)cc1 | ? | .
52 | N=c1n(CCOc2ccccc2)c2ccccc2n1CCN1CCOCC1 | -11.2% | 4.4
53 | CCOC(=O)N1CCN(c2c(NCCCN(C)c3ccccc3)c(=O)c2=O)CC1 | -6.1% | -1.0
54 | COC(=O)c1ccccc1NC(=O)Cc1ccccc1OC | 8.6% | 1.3
55 | C[C@H](NC(=O)c1nc[nH]c1C(=O)N1CCc2ccccc2C1)c1ccccc1 | i | -0.2
56 | CCOC(=O)N/N=C(\c1ccccc1)C(O)c1ccccc1 (stereo not drawn) | -9.0% | -7.9
57 | O=C(Nc1ccc(CN2CCOCC2)cc1)c1cccs1 | -12.3% | 4.7
58 | CCCCCn1c(=O)[nH]c2cc(C(=O)NCCCN3CCC(C)CC3)ccc2c1=O | -5.5% | -10.9
59 | COc1cc(OC)c(NC(=O)CC(=O)Nc2cc(Cl)c(OC)cc2OC)cc1Cl | ? | .
60 | COc1ccccc1N(CC1CO1)S(=O)(=O)c1ccccc1 (stereo not drawn) | 16.5% | -10.5

New compounds follow:
cpd | SMILES | Lipid storage S3 | Lipid storage S3 cell count max
61 | COc1ccc(OC)c(NC(=O)CCCc2ccccc2)c1 | i | 8.0
62 | CCCOC(=O)c1ccc(NC(=O)/C=C/c2cccs2)cc1 | 17.3% | 19.6
63 | COC(=O)CCC(=O)NC(=S)Nc1sc(C)c(C)c1C(N)=O | -28.4% | 25.1
64 | Cc1cc(C)c2c(C)nn(-c3ccccc3)c2n1 | ? | .
65 | Cc1cc(/C=C2\SC(=S)NC2=O)c(C)n1-c1ccc(O)cc1 | ? | .
66 | CCCc1cc(=O)oc2cc(OCc3nn[nH]n3)ccc12 | -5.8% | 5.8
67 | C=CCNC(=O)c1ccc(-c2ccc([N+](=O)[O-])cc2)o1 | ? | .
68 | Cc1ccc(C(=O)N2CCN(C3c4cccc5cccc(c45)C3NS(=O)(=O)c3ccccc3)CC2)cc1 (stereo not drawn) | -10.2% | -10.1
69 | CC(=O)c1cc(C(=O)Nc2ccc3ccccc3c2)c(C)o1 | i | 16.0
70 | CN(C(=S)Nc1ccc(Oc2ccccc2)cc1)c1ccc(O)cc1 | ? | .
71 | CC(c1nnnn1C1CCCCC1)N(Cc1ccccc1)Cc1cccnc1 (stereo not drawn) | -19.0% | .
72 | COc1cc(C(=O)NCCSc2ccc(F)cc2)cc(OC)c1OC | ? | .

Additional entries.
cpd | SMILES | Lipid storage S3 | Lipid storage S3 cell count max
73 | CCOC(=O)C1=C(C)NC2(O)c3ccccc3C(=O)C12O (stereo not drawn) | i | .
74 | Cc1cc([N+](=O)[O-])nn1CC(=O)NCc1cccs1 | -3.5% | 15.0
75 | CCC(C)(NC(=O)Cc1c[nH]c2ccccc12)C(=O)NC1CCCCC1 (stereo not drawn) | -7.5% | 4.9
76 | CC1CC(=O)N(CC(=O)Nc2ccc3c(c2)OCCO3)c2ccccc2S1 (stereo not drawn) | ? | .
77 | O=Cc1cn[nH]c1-c1cccc([N+](=O)[O-])c1 | -1.7% | 18.5
78 | CC1(C)CC(NC(=O)CSc2ccccc2)CC(C)(C)N1 | ? | .
79 | CN(C)S(=O)(=O)c1ccc(NC(=O)CNc2cc(S(=O)(=O)N3CCCC3)ccc2OCC(F)(F)F)cc1 | ? | .
80 | COc1ccc(-c2cc(C(F)(F)F)n3nc(C(=O)N4CCOCC4)c(Cl)c3n2)cc1 | ? | .
81 | Cc1cc([N+](=O)[O-])nn1CC(=O)N1CCCc2ccccc21 | -8.2% | 9.5
82 | CC1(C)C2CCC1(C)C(OC(=O)c1ccc(O)cc1)C2 (stereo not drawn) | ? | .
83 | Cc1cc(OCc2cn3cccnc3n2)ccc1Cl | ? | .
84 | O=C(COC(=O)CCCN=C1NS(=O)(=O)c2ccccc21)NC(=O)NC1CCCC1 | -6.7% | 12.8

Going on with the list.
cpd | SMILES | Lipid storage S3 | Lipid storage S3 cell count max
85 | CC(=O)Nc1ccc(N2CCc3c(C)c(C#N)c4nc5ccccc5n4c32)cc1 | ? | .
86 | CC(=O)Nc1ccc(S(=O)(=O)N[C@@H](C)C(=O)OCc2ccc(Cl)cc2)cc1 | ? | .
87 | Cc1ccc(N(CC(=O)N2CCn3c2nc2ccccc23)S(=O)(=O)c2c(C)n[nH]c2C)cc1 | 20.0% | 0.3
88 | O=C(Cn1cnc2c(nnn2Cc2ccccc2F)c1=O)OCc1ccccc1 | i | 3.6
89 | CCCCC1OC23CCCCC2C(C#N)(C(=N)O3)C1(C#N)C#N (stereo not drawn) | ? | .
90 | COc1ccccc1C(=O)NNC(=O)Cc1ccccc1 | ? | .
91 | O=C(NCCOc1ccccc1)c1ccccc1 | ? | .
92 | CO/N=C(/CS(=O)Cc1ccccc1Cl)c1ccc(Cl)cc1Cl (stereo not drawn) | ? | .
93 | CCc1ccc(S(=O)(=O)n2c(C)nc3ccccc32)cc1 | i | -6.3
94 | Nc1cccc2c1C(=O)N(C(=O)/C=C/c1cccc(Br)c1)C2=O | ? | .
95 | O=C(NCc1ccco1)c1cc(-c2cccs2)on1 | i | 0.8
96 | O=C(c1ccc(S(=O)(=O)N2CCCCC2)cc1)N(c1ccccn1)C1CCCCC1 | 2.7% | 1.9

(list continues)
cpd | SMILES | Lipid storage S3 | Lipid storage S3 cell count max
97 | CCOc1ccc(CN(C)C(=O)CNC(=O)c2cc(OC)c(OC)c(OC)c2)cc1 | ? | .
98 | COc1ccccc1N(C)S(=O)(=O)c1ccc(C)c(C(=O)NCc2ccccn2)c1 | ? | .
99 | COc1ccc(S(=O)(=O)/C(C#N)=C/Nc2cccc(OC)c2)cc1 | ? | .
100 | NC(=O)N/N=C/c1cccc(OCc2ccc(F)cc2)c1 | 3.5% | 7.3
101 | Cc1cccc2c1nc(-c1ccccc1)n1nnnc21 | 16.2% | 3.3
102 | COc1ccccc1N1CCN(C(=O)C(=O)c2c[nH]c3ccccc23)CC1 | ? | .
103 | Cc1ccc(S(=O)(=O)N2CCC(C(=O)OCc3ccccc3)CC2)cc1C | i | .
104 | CC(C)CNS(=O)(=O)c1ccc2c(c1)OCCO2 | 6.4% | 4.3
105 | CCCOc1nc2c(c(=O)n(C)c(=O)n2C)n1CCC | 18.6% | -1.3
106 | COCCCn1c(=O)c2sccc2n(Cc2cccc(C)c2)c1=O | 8.7% | -15.9
107 | CC(C)(C)NCCOCCOc1ccccc1-c1ccccc1 | 3.7% | 2.9
108 | Cc1nn(-c2ccc(C(=O)O)cc2)c(=O)c2ccccc12 | ? | .

Remaining list, next part:
cpd | SMILES | Lipid storage S3 | Lipid storage S3 cell count max
109 | O=c1oc2cc(Cl)ccc2n1CSc1nc2ccccc2s1 | 10.6% | -5.4
110 | O=C(CN1CCN(c2cccc(Cl)c2)CC1)Nc1ccc([N+](=O)[O-])cc1C(=O)Nc1ccccc1F | ? | .
111 | CC1(C(=O)NCCN2CCOCC2)C=CCN1C(=O)c1ccccc1 (stereo not drawn) | 0.1% | -8.1
112 | C/C(=N\NC(=O)CNC(=O)c1ccccc1Br)c1ccco1 | ? | .
113 | CCC(=O)Nc1ccc(C2=Nn3c(nnc3C(C)C)SC2)cc1 | ? | .
114 | CC(=O)N(C)c1ccc(NC(=S)NC(=O)/C=C/c2ccco2)cc1 | i | -13.5

Source: PubChem (National Center for Advancing Translational Sciences (NCATS))
